# Compound activity (PubChem BioAssay)
# GAA inh: qHTS Assay for Inhibitors of Human alpha-Glucosidase as a Potential Chaperone Treatment of Pompe Disease | Lysosomal alpha-glucosidase (Homo sapiens), P10253 | purified human GAA, 4-MU-alpha-glucoside fluorescence | Potency, µM (top dose mostly 76.9 µM), without a hit: top-dose activity change, negative = inhibition, most hits filed as inhibitors | hit rate 0.005% among 200,000;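 further: plate controls were uninhibited enzyme wells for no effect and no-enzyme background for full effect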
#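 Fluorescence at Ex 365/Em 440 nm from 4-methylumbelliferone reported enzyme activity after 20 min at room temperature. Reactions used 4 nM enzyme and 400 uM substrate at pH 5.0; curves fitted with the Hill equation.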
# GAA glycogen: qHTS Assay for Inhibitors and Activators of Human alpha-Glucosidase Cleavage of Glycogen | AID 2100, 2009 | hit rate 0.38% among 300,000 | recombinant GAA, glycogen substrate, Amplex Red glucose oxidase fluorescence | Lysosomal alpha-glucosidase (Homo sapiens), P10253 | Potency, µM (titrated, usually from 76.4 µM), for inactives: top-dose activity change, negative = inhibition, hits mostly inhibitors;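 further: 0% = full enzyme reaction and -100% = no-enzyme basal signal; the screen sought inhibitors and activators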
#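 Recombinant enzyme (4 nM final) with compounds titrated up to 77 uM and bovine liver glycogen (30 ug) in citrate pH 5.0, 0.01% Tween-20, 37 C 40 min. Released glucose detected by Amplex Red/glucose oxidase (Ex 573/Em 610); AC50 from Hill fits.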
# RGS12 GoLoco inh: qHTS Assay for Inhibitors of RGS12 GoLoco Motif Activity (Red Fluorophore) | Gai1:RGS12 GoLoco peptide FP, rhodamine, 10 min | Potency, µM (highest dose often 61.6 µM), for inactives: at the highest dose activity, negative = inhibition, actives largely listed as inhibitors | hit rate 0.44% among 230,000 | AID 880, 2007; active means well fitted inhibition curve with a large enough effect, not every such curve was filed as active; inactive means no such curve, though single readings can be large or run the other way; further: on the % scale 0 is the no-effect control and ±100 the full control effect; nearly all actives have a fitted effect of over 30% in size; many of its hits are not listed in these tables
# Target sequence (P63096 whole entry, looked up): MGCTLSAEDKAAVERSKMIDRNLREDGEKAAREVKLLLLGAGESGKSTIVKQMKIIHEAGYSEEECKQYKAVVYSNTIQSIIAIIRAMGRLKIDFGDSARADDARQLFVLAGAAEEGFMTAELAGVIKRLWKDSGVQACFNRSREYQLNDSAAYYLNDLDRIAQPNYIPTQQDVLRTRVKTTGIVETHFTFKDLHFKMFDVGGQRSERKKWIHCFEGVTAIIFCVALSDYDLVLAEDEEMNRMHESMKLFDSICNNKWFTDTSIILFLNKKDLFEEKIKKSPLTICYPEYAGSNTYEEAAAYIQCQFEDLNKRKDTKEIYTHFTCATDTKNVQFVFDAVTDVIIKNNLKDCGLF
# IMPase Li inh: qHTS Assay for Identifying the Cell-Membrane Permeable IMPase Inhibitors: Potentiation with Lithium. CHO-M1 cells, IP1 TR-FRET (IP-One), carbachol + lithium. Potency, µM (doses to about 59.4 µM), for the others: top-dose activity, negative = IMPase inhibition, most hits filed as inhibitors. hit rate 0.35% among 210,000. AID 1457, 2008;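 further: IP1 builds up when IMPase is blocked and the TR-FRET signal falls; plate controls were basal vehicle for no effect and high inhibitor control for full effect; nearly all actives have a fitted effect of over 50% in size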
#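 Lithium-sensitised IP1 accumulation assay; M1-expressing CHO cells treated 30 min at 37C with compound. Competitive antibody detection by time-resolved FRET followed a 10 min room-temperature lysis step.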
# HTT aggregate: qHTS Multiplex Assay to Identify Dual Action Probes in a Cell Model of Huntington: Aggregate Formation (GFP) | PC12 HttQ103-GFP aggregates, Acumen cytometry, 40 h | Potency, µM (highest dose often 46.1 µM), for inactives: at the top dose activity change, negative = inhibition, usual class: inhibitors | hit rate 1.1% among 220,000 | AID 1688, 2009; further: on the % scale 0 is the no-effect control and ±100 the full control effect; nearly all actives have a fitted effect of over 60% in size
#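 Aggregates are detected as GFP objects 1–25 µm with signal 6 STDEV over background in lysates of induced PC12 cells. These carry Huntingtin exon 1 with 103 glutamines fused to GFP under an ecdysone promoter; compounds titrated.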
# HTT ATP protect: qHTS Multiplex Assay to Identify Dual Action Probes in a Cell Model of Huntington: Cytoprotection (ATP); PC12 HTT-Q103 induced, cytoprotection, ATP luminescence, 40 h; Potency, µM (top dose mostly 56.4 µM), for the others: cytoprotection (ATP increase), hits mostly activators; hit rate 0.14% among 230,000; AID 1471, 2008;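 further: % of control where 0% means no effect; nearly all actives have a fitted effect of over 45% in size; toxic huntingtin expression switched on by the ecdysone agonist tebufenozide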
#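 PC12 cells stably carrying ecdysone-inducible Htt exon 1 (Q103)–GFP were induced with 100 nM tebufenozide (final) alongside library compounds in a dose series. Cytoprotection was scored as retained ATP by ATPlite luminescence.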
# GAA spleen mod: qHTS Assay for Inhibitors and Activators of Human alpha-Glucosidase From Spleen Homogenate; hit rate 0.006% among 240,000; Potency, µM (series often up to 79.9 µM), inactives show at the top dose activity change, negative = inhibition, usual class: inhibitors; Lysosomal alpha-glucosidase (Homo sapiens), P10253; AID 2112, 2009; human spleen homogenate, 4-MU-alpha-glucoside fluorescence;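 further: 0% = enzyme with vehicle and -100% = no enzyme basal signal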
#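 AC50 values come from Hill-equation fits of concentration-response data, normalized to no-enzyme and full-activity controls. Enzyme source: 1 ug human spleen homogenate; 1 mM fluorogenic 4-MU glucoside, pH 5.0 citrate buffer, 37 C, 40 min.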
# Starred values were filed as active, the others as inactive; ? = inconclusive; · = not tested or not shown; [ ] = dose if it differs, or a comment. Unless noted, the call rests on the fitted dose curve; in most records, active means well fitted curve in the direction sought with a large enough effect; inconclusive means small, poorly fitted or top-dose-only effect, or another doubt; inactive means no such curve, though single readings can be large; an effect the other way counts as inactive or inconclusive. Potency means the concentration at half of the fitted maximal effect.
# Start of the data: the first two entries as a preview:
SMILES,GAA inh,GAA glycogen,RGS12 GoLoco inh,IMPase Li inh,HTT aggregate,HTT ATP protect,GAA spleen mod
O=C(COc1ccc(F)cc1)NCC1CCCO1 (configuration not stated),6%,0%,-2%,2%[38.3 µM],19%,-12%,0%
Cc1ccc(S(=O)(=O)N2CCC(C(=O)NCCc3ccccc3)CC2)cc1,-7%,0%,6%,2%[38.3 µM],-9%,-2%,2%

# This part in full, from the start:
SMILES,GAA inh,GAA glycogen,RGS12 GoLoco inh,IMPase Li inh,HTT aggregate,HTT ATP protect,GAA spleen mod
O=C(COc1ccc(F)cc1)NCC1CCCO1 (configuration not stated),6%,0%,-2%,2%[38.3 µM],19%,-12%,0%
Cc1ccc(S(=O)(=O)N2CCC(C(=O)NCCc3ccccc3)CC2)cc1,-7%,0%,6%,2%[38.3 µM],-9%,-2%,2%
O=S(=O)(NC(=NCc1ccccc1)c1ccc(F)cc1)c1ccc(Cl)cc1,-3%,-16%,-1%,5%,-11%,-32%,-10%
COc1cccc(CN(CC(=O)NC2CCCC2)C(=O)CCC(=O)Nc2cc(C)on2)c1,2%,7%,-3%,14%[38.3 µM],3%,-11%,-2%
Cn1cc(Cl)c(C(=O)OCC(=O)Nc2ccccc2)n1,2%,9%,3%,5%[38.3 µM],5%,18%,1%
COc1nccnc1NS(=O)(=O)c1ccc(NC(=S)NC(=O)c2ccc(F)c(F)c2)cc1,1%,-5%,3%,1%,9%,2%[10 µM],-3%
O=S(=O)(Nc1nc2ccccc2[nH]1)c1ccc2ccccc2c1,-8%,-6%,3%,47%[activator][38.3 µM],-10%,-16%,-5%
Cc1ccc(C(=O)NC2(C(F)(F)F)NC(=O)N(c3ccc(Cl)cc3)C2=O)cc1 (configuration not stated),?,3%,-9%,19%,-9%,22%[10 µM],-12%
N#CC(C#N)=C1NC2(CCCCC2)Cc2ccccc21,·,3%,-2%,·,-1%[9.22 µM],11%[10 µM],1%
CC1CC(C)CN(c2cc(N(C)CCO)c([N+](=O)[O-])c3nonc23)C1 (configuration not stated),-11%,0%,5%,-8%,13%,11%,-10%
O=C(Nc1ccccc1)N1CCCC2(CCN(C(=O)c3csnn3)CC2)C1,·,·,12%,1%,·,2%,4%
COCCNC(=O)CN(C(=O)CCC(=O)Nc1ccccn1)c1ccccc1F,-2%,3%,11%,8%,0.0045µM*,-17%,·
COc1ccccc1-n1cc(CN2CCCC(CO)(Cc3cccc(Cl)c3)C2)cn1 (configuration not stated),-1%,8%,8%,19%,13%[9.22 µM],-6%[10 µM],6%
OC1C2CN3CCN(C2)CC1(Cc1ccccc1)C3 (configuration not stated),1%,1%,8%,4%,0%,-2%[10 µM],-6%
CC(C)CN1C(=O)NC(NC(=O)c2cccs2)(C(F)(F)F)C1=O (configuration not stated),0%,-2%,-1%,2%[38.3 µM],6%,3%,-4%

# An excerpt from above in order of count of non-hydrogen atoms, largest number first.
SMILES,GAA inh,GAA glycogen,RGS12 GoLoco inh,IMPase Li inh,HTT aggregate,HTT ATP protect,GAA spleen mod
COc1cccc(CN(CC(=O)NC2CCCC2)C(=O)CCC(=O)Nc2cc(C)on2)c1,2%,7%,-3%,14%[38.3 µM],3%,-11%,-2%
COc1ccccc1-n1cc(CN2CCCC(CO)(Cc3cccc(Cl)c3)C2)cn1 (configuration not stated),-1%,8%,8%,19%,13%[9.22 µM],-6%[10 µM],6%
COCCNC(=O)CN(C(=O)CCC(=O)Nc1ccccn1)c1ccccc1F,-2%,3%,11%,8%,0.0045µM*,-17%,·
Cc1ccc(C(=O)NC2(C(F)(F)F)NC(=O)N(c3ccc(Cl)cc3)C2=O)cc1 (configuration not stated),?,3%,-9%,19%,-9%,22%[10 µM],-12%
O=S(=O)(NC(=NCc1ccccc1)c1ccc(F)cc1)c1ccc(Cl)cc1,-3%,-16%,-1%,5%,-11%,-32%,-10%
O=S(=O)(Nc1nc2ccccc2[nH]1)c1ccc2ccccc2c1,-8%,-6%,3%,47%[activator][38.3 µM],-10%,-16%,-5%
N#CC(C#N)=C1NC2(CCCCC2)Cc2ccccc21,·,3%,-2%,·,-1%[9.22 µM],11%[10 µM],1%
OC1C2CN3CCN(C2)CC1(Cc1ccccc1)C3 (configuration not stated),1%,1%,8%,4%,0%,-2%[10 µM],-6%
O=C(COc1ccc(F)cc1)NCC1CCCO1 (configuration not stated),6%,0%,-2%,2%[38.3 µM],19%,-12%,0%

# Remaining list, next part.
SMILES,GAA inh,GAA glycogen,RGS12 GoLoco inh,IMPase Li inh,HTT aggregate,HTT ATP protect,GAA spleen mod
O=C(NCCCCNC(=O)c1ccc(Br)s1)c1ccc(Br)s1,?,7%,10%,?,4%,10%,3%
Cc1ccc(/C=N/NC(=O)CSc2nnc(-c3ccccc3)n2-c2ccc(Cl)cc2)o1,-1%,-5%,-9%,0%,16%,10%[10 µM],1%
CCOC(=O)c1cccc(NC(=O)CCS(=O)(=O)c2cccs2)c1,-6%,-10%,15%,-11%[38.3 µM],12%,7%,-3%
COC(=O)c1c(NC(=O)CN2CCN(c3cccc(Cl)c3)CC2)sc(C)c1C,0%,6%,13%,5%,?,-84%[inhibitor][10 µM],5%
COc1ccc(S(=O)(=O)N(C)CC(=O)NC2CCCCC2)cc1OC,4%,5%,6%,17%[38.3 µM],-2%,5%,-8%
O=C(c1ccccc1)N1CCC(c2nc(-c3ccc(S(=O)(=O)NCC4CCCO4)cc3)no2)CC1 (configuration not stated),-1%,0%,5%,9%[38.3 µM],6.3µM*,-5%,-3%
O=C(Nc1ccccc1-c1nc2ccccc2s1)c1ccco1,-5%,1%,0%,?,-2%,-14%,0%
O=C(NNC(=O)C1CC2CCC1C2)c1sc2ccccc2c1Cl (configuration not stated),-2%,-3%,17%,14%,-12%,4%[10 µM],-6%
O=C(C1CCCO1)N1CCN(S(=O)(=O)c2cccc3nsnc23)CC1 (configuration not stated),-8%,-1%,7%,0%[38.3 µM],1%,-13%,-12%
OCCC1CN(CC(c2ccccc2)c2ccccc2)CCN1C1CCCC1 (configuration not stated),0%,-13%,17%,32%[activator],11%[9.22 µM],8%[10 µM],6%
COc1ccccc1-c1cc(C(F)(F)F)nc(S(C)(=O)=O)n1,-1%,-13%,-4%,3%[38.3 µM],?,-149%[inhibitor],-5%
NC(=O)NC(=O)COC(=O)CCCCCNS(=O)(=O)c1ccc2c(c1)OCCO2,12%,1%,2%,-4%,3%,-36%,4%
C=CCn1c(SCC(=O)c2c(N)n(C)c(=O)n(C)c2=O)nnc1-c1ccncc1,-2%,3%,-5%,-3%,4%,-17%,0%
O=C1N(c2ccccc2)C[C@@H]2C[C@@H](c3cccc4c3OCO4)N3CCC[C@@]123,·,1%,11%,17%,7%[9.22 µM],3%[10 µM],1%
CC1=NN(C(=O)Cc2ccccc2)C(O)(c2cccnc2)C1 (configuration not stated),-9%,6%,0%,-10%,-8%,9%[10 µM],-11%
O=c1cc(CSc2ccc(Cl)cc2)[nH]c2[nH]n(-c3ccccc3)c(=O)c12,·,?,12%,·,-19%[9.22 µM],-4%[10 µM],-14%
Cc1ccc(Sc2cc(NCCCO)c([N+](=O)[O-])c3nonc23)cc1,·,-3%,-11%,·,7%[9.22 µM],-12%[10 µM],-2%
O=C1CSC(c2ccc(Cl)cc2)N1Nc1nc(N2CCOCC2)nc(N2CCOCC2)n1 (configuration not stated),-11%,-9%,1%,-1%,-2%,-21%,-4%
Cc1nc2c(C(=O)NCc3ccccc3Cl)c[nH]n2c(=O)c1Cl,2%,2%,-1%,12%[38.3 µM],17%,37%[10 µM],4%
O=C(CSc1ccccc1C(=O)O)NCc1ccco1,-4%,-3%,-3%,5%[38.3 µM],-10%,6%[10 µM],-2%
O=C(Nc1ccc(S(=O)(=O)Nc2ccccc2)cc1)c1ccc(CN2CCOCC2)cc1,-13%,-15%,3%,14%,5%[9.22 µM],33%[10 µM],-3%
COc1ccc(C(=O)Oc2cc(/C=N/NC(N)=S)ccc2OC)cc1,3%,-15%,-6%,-7%[38.3 µM],16%,-15%,-6%
CC1Cc2ccccc2N1Cc1nc2scc(-c3cccs3)c2c(=O)[nH]1 (configuration not stated),-5%,-15%,12%,-5%[38.3 µM],9%,-12%[10 µM],10%
N#CC(C#N)=C(N)/C(C#N)=C/c1cc(O)c(O)c(O)c1,·,·,179%[activator],-21%,·,-77%[inhibitor],-7%
Cc1ccc(CN(C(=O)C(F)(F)F)C(C(=O)NC2CCCCC2)c2ccco2)cc1 (configuration not stated),?,-9%,0%,14%,-30%,0%[10 µM],-9%
COCCn1c(C)cc(C(=O)COC(=O)c2ccc[nH]c2=O)c1C,-1%,12%,2%,-1%,1%,-4%[10 µM],-4%
CCCCN(CC)CCNc1c(NC2CCN(C(=O)OCC)CC2)c(=O)c1=O,6%,9%,11%,2%[38.3 µM],-5%,7%,-21%
COc1ccc(CC(=O)n2[nH]c(=O)c3ccccc3c2=O)cc1OC,-8%,1%,6%,·,8%[9.22 µM],13%[10 µM],0%
Cc1cccc(CSc2nc3ccncc3n2CC(=O)Nc2ccc(C)c(C)c2)c1,-2%,0%,0%,-4%,-9%,·,0%
COc1ccc(C(=O)N2CCN(c3cccc(Cl)c3)CC2)cc1,-7%,2%,8%,4%,2%,24%[10 µM],0%
CC1(C)Cc2c(sc3nc(SCC(=O)N4CCOCC4)nc(N)c23)CO1,-2%,-2%,7%,-12%[38.3 µM],5%,-26%[0.074 µM],3%
O=c1[nH]c(CN2CCN(S(=O)(=O)c3ccc4c(c3)OCCO4)CC2)nc2sc3c(c12)CCCC3,2%,12%,·,·,?,-87%[inhibitor][10 µM],-15%
Cc1ccc2c(c1)C(=O)C(=O)N2CC(=O)OC(C)C,1%,2%,4%,-5%[38.3 µM],6%,-6%,-1%

# Only part of the results is shown; the hit share may differ from the screen's.
